Source: PubChem BioAssay
NadD inh: NadD (S. aureus) enzyme inhibition. inhibition, % at 20 µM. purified NadD enzyme, colorimetric absorbance read-out. actives 0.78% (n = 360,000); in the data active means inhibition above about 26%; further: some compounds past the cut are filed as inactive
Rpn11 block: Rpn11 (human) deubiquitinase inhibition; AID 588493; O00487; human 26S proteasome, Ub4-pepOG fluorescence polarization; 20S core pre-blocked with epoxomicin; calls only at 20 µM; actives 0.59% (n = 360,000);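 active means inhibition at 20 µM, scaled to each plate's controls, above about 33%, limit read from the data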
Target sequence (O00487 whole entry, looked up): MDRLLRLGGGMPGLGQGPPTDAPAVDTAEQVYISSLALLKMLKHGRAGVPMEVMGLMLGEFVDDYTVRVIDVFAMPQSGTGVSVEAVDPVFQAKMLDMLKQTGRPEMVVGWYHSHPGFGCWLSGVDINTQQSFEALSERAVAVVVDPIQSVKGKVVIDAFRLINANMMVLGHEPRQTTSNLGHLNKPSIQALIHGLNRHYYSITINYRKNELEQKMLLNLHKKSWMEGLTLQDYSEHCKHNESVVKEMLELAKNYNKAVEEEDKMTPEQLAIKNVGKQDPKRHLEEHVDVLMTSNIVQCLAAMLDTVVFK
MT1-MMP act inh: inhibitors of human MT1-MMP activation. HT1080 RFP-PRO-GFP cells, GFP/RFP ratio fluorescence, overnight; percent of plate control window, DMSO zero. GFP/RFP ratio change, % at 20 µM. actives 0.061% (n = 360,000). AID 651647;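 active means GFP/RFP ratio change of at least 30% with cell ATP level not reduced by more than half and red fluorescence within 50% of control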; further: strong numbers were not always called active
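Compound: 20 µM single dose, 1% DMSO / System: HT1080 RFP-PRO-GFP cells / Controls: DMSO and RFP-L50D-GFP cell wells / Read-out basis: GFP/RFP fluorescence ratio / Schedule: overnight compound exposure at 37 °C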
NRP1-CendR mod: modulators of CendR peptide binding to human neuropilin-1; actives 0.85% (n = 360,000); AID 602438; FAM-RPARPAR peptide binding to NRP-1, fluorescence polarization; inhibition, % at 25 µM; O14786;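 active means inhibition or corrected inhibition above about 18%, plus a signal ratio from 0.5 to 1.5, limit read from the data, passing the limit was not always enough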; further: strong numbers were not always called active
DNMT1 block: DNMT1 (human) enzyme inhibition; actives 0.83% (n = 360,000); inhibition (reported as % activation of signal), % at 10 µM; DNMT1 molecular beacon, Hinp1I cleavage, fluorescence; in the data active means inhibition above about 50%
STEP block: inhibitors of human striatal-enriched phosphatase STEP; P54829; recombinant STEP, OMFP fluorogenic substrate, fluorescence; inhibition, % at 20 µM; actives 0.25% (n = 360,000); AID 588621;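 active means inhibition at 20 µM, scaled per plate between control wells, above about 37%, limit read from the data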;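 further: 0% = DMSO with enzyme and substrate and 100% = substrate only without enzyme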
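Assay system: isolated STEP enzyme / Timing: 20 min at room temperature, dark / Doses: 20 µM, 1% DMSO / Technique: fluorescence intensity, excitation 480 nm, emission 540 nm / Reagent: fluorogenic phosphatase substrate OMFP at 25 µM final / Measure: percent inhibition scaled to no-enzyme and uninhibited-enzyme controls, plate-pattern corrected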
SKN-1 inh: blocks SKN-1 activity in C. elegans | AID 624304 | C. elegans VP596 Pgst-4::GFP/RFP ratio, acrylamide-induced, 24 h | actives 0.49% (n = 360,000) | inhibition, % at 21.8 µM;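 active means interference check ratio from 0.5 to 1.5 plus GFP to RFP signal ratio inhibition reaching or exceeding a fixed threshold, cut at about 30% in these data, passing the limit was not always enough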; further: some compounds called inactive have numbers as strong as hits
SUMO1 PPI mod: SUMO1-SIM interaction modulation | P63165 | inhibition, % at 20 µM | SUMO1 binding to a labelled peptide, TR-FRET, 1 h | actives 0.33% (n = 360,000); in the data active means inhibition above about 37%
Target sequence (P63165 whole entry, looked up): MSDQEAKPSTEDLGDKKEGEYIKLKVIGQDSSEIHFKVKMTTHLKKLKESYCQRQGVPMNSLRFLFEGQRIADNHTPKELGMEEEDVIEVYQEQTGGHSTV
Scp1 inh: inhibitors of human Scp-1 phosphatase | Q9GZU7 | Recombinant Scp1, phosphopeptide, malachite green phosphate absorbance | inhibition, % at 20 µM | actives 0.88% (n = 340,000) | AID 493091;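 active means inhibition above about 50% at 20 µM, limit read from the data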;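 further: plate controls were DMSO wells with enzyme for no effect and wells lacking enzyme for full effect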
Target sequence (Q9GZU7 76-261 limits assumed): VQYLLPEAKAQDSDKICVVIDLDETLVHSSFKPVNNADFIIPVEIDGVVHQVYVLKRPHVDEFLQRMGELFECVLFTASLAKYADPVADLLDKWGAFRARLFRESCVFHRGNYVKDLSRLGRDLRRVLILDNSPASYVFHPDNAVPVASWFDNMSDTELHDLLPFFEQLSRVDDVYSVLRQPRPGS
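Test system: SCP-1 phosphatase catalytic domain, residues 76-261 | Compound dosing: One concentration, 20 µM, with 1.0% DMSO | Schedule: 45 min room-temperature reaction, 5 min colour, 30 min stabiliser | Detection: Absorbance at 630 nm | Read-out basis: % inhibition of SCP-1 phosphate liberation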
LMPTP block: LMPTP (human) inhibition. recombinant LMPTP-A, OMFP fluorogenic substrate, fluorescence intensity. P24666. inhibition, % at 20 µM. actives 0.22% (n = 360,000);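 active means compounds that cut the enzyme signal by at least half of the control window in the single-dose screen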;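 further: plate controls were DMSO wells with enzyme plus substrate for no effect and substrate without enzyme for full effect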
Target sequence (P24666 whole entry, looked up): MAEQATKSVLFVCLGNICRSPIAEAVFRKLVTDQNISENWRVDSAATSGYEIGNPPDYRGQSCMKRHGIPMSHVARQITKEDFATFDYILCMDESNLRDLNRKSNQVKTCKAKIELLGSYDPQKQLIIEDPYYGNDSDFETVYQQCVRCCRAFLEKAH
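Assay system: LMPTP-A enzyme. Input: 0.625 nM LMPTP-A final. Probe or stimulus: 400 µM OMFP. Compound dosing: single 20 µM dose. Schedule: 50 min dark incubation at room temperature. Detection: fluorescence intensity of OMFP turnover product. Read-out: percent inhibition versus substrate-only and uninhibited controls. Benchmarks: no-enzyme low control, uninhibited high control.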
* = called active by the depositor; i = inactive; nt = no result given.

NadD inh	Rpn11 block	MT1-MMP act inh	NRP1-CendR mod	DNMT1 block	STEP block	SKN-1 inh	SUMO1 PPI mod	Scp1 inh	LMPTP block	compound
2	i	1	16	0	7	5	3	0	-0.4	COc1cc(NC(=O)CCNS(=O)(=O)c2ccc3c(c2)CCC(=O)N3)cc(OC)c1
-3	i	4	-8	2	-2	0	-2	-4	-1.0	COCCNC(=S)N1CCC(c2nc(-c3ccc(F)cc3)no2)CC1
-3	i	2	-5	1	-2	-6	2	-1	-1.1	Cc1nnc(NC(=O)CSc2nnc3ncccn23)s1
-5	i	4	10	1	4	-12	3	-5	1.2	COc1ccccc1N(CC(=O)NC1CC2CCC1C2)S(=O)(=O)c1ccc(C)cc1 (configuration not stated)
-5	i	-2	-1	-3	0	18	4	-7	1.7	O=S(=O)(NCCCSc1ccccc1)c1ccccc1F
-2	i	7	-12	2	-3	5	-3	-6	-2.7	COCCNS(=O)(=O)c1ccccc1
-8	i	1	17	3	2	15	5	-15	-1.6	CCOC(=O)c1ccccc1NC(=O)Cc1c(C(=O)O)n(C)c2ccccc12
-4	i	0	-10	1	-1	6	0	0	-2.2	COc1ccc(-c2[nH]ncc2CNCCn2cccn2)c(F)c1
-5	i	6	-13	2	1	-16	-29	-2	4.0	Cc1cccn2c(=O)c3cc(C(=O)NCc4ccc(F)cc4)c(=N)n(CCCN4CCOCC4)c3nc12
-8	i	-5	1	4	-3	-4	1	0	-0.5	CC(C)(C)c1cc(C(=O)CCN2CCOCC2)cc(C(C)(C)C)c1O
-2	i	-2	5	8	2	9	-1	11	1.7	CCOP(=O)(OCC)c1nc(-c2ccc(F)cc2)oc1NCc1ccccc1
-4	i	7	13	-11	-1	-11	3	-10	3.4	Cc1ccc(C)c(OCCC(=O)Nc2cccc(S(=O)(=O)N3CCCCC3)c2)c1
-4	i	0	-3	4	-8	-18	-1	-3	-2.0	CCOc1cc(C)c(Cl)cc1S(=O)(=O)N(C)C
-3	i	1	0	-2	-3	-22	-3	4	-0.5	CCCSc1nc(C)c(C(C)=O)cc1C#N
-10	i	-2	10	3	-3	8	0	-11	0.7	O=C1C(Cc2c[nH]c3ccccc23)NC(=S)N1C1CCCCC1 (configuration not stated)
2	i	3	-4	5	1	0	2	-7	0.7	O=C(NCc1nnc(SCC(=O)N2CCN(c3ccccc3)CC2)o1)c1c(F)cccc1Cl
-2	i	-7	-8	10	-3	11	2	-10	-1.0	C=CC(=O)Nc1sc2c(c1C(N)=O)CCCC2
1	i	0	1	-1	1	21	6	-4	-0.4	CN(Cc1ccc(Cl)cc1)C(=O)c1cc(S(=O)(=O)N2CCOCC2)ccc1N1CCCC1
-6	i	10	5	-1	-4	6	-2	-10	-0.8	CCCOc1ccc(C(O)(CCC)CCN2CCCCC2)cc1 (configuration not stated)
-6	i	2	-2	2	-1	-20	1	-1	-1.0	CC1CCN(Cc2nnnn2CCCC(=O)N(C)C(C)c2ccccn2)CC1 (configuration not stated)
0	i	0	-12	2	-2	-14	-15	-8	1.0	CC(/C=N/NC(=O)c1ccccn1)=C\c1ccco1
6	i	7	2	1	4	12	-3	-10	-0.5	COc1cc(/C=N/N2CCN(c3ccccc3)CC2)ccc1OC(C)=O
-5	i	4	2	0	-1	-11	-15	-6	0.9	Cc1ccc(-c2ccc(/C=N/O)o2)cc1[N+](=O)[O-]
0	i	0	4	-2	0	6	5	-4	4.0	CCOc1ccc2nc(N3CCC(C(=O)N4CCN(c5ccccn5)CC4)CC3)sc2c1
-2	i	-3	-1	2	-2	-7	-4	7	-1.0	CCOC(=O)CS(=O)(=O)c1ccc(O)cc1
-3	i	3	-7	-20	0	-2	-2	-5	0.6	CCOC(=O)c1c(-c2ccco2)csc1N
3	i	-1	-12	4	2	0	2	-6	-5.3	C[N+](C)(C)CCOC(=O)CCC(=O)OCC[N+](C)(C)C
0	i	0	-2	0	1	0	4	3	-0.4	Cc1csc(NC(=O)CSc2nnc(-c3ccc(Cl)cc3)n2N)n1
9	i	1	3	3	-10	4	-2	-7	-0.4	COC(=O)c1ccc(C(C(=O)NC2CCCCC2)N(C(=O)Cc2cccs2)C2CC2)cc1 (configuration not stated)
-6	i	0	-4	6	-2	-5	-3	-5	-1.1	Cc1cc(C(=O)OCC(=O)NC2CC2)c2ccccc2n1
6	i	-7	4	-6	0	3	-2	-1	-0.5	Cc1ccc(OCCn2c(NC(=O)c3ccco3)nc3ccccc32)cc1
-2	i	-11	-11	13	18	4	-26	4	43	CNc1nnc(-c2cc3cc(Cl)ccc3oc2=O)s1
2	i	-3	-5	0	2	-12	0	-11	-1.0	CCOC(=O)/C(C#N)=N/Nc1ccc(S(=O)(=O)Nc2cc(OC)nc(OC)n2)cc1
-3	i	-4	-3	-4	3	7	-6	-3	0.7	COc1cc(CN2CCN(c3ccccc3F)CC2)c([N+](=O)[O-])cc1OC
-8	i	0	-19	3	1	-16	-1	2	0.2	CCCNC(=O)c1cc(S(=O)(=O)N2CCCCC2)ccc1N1CCOCC1
-6	i	12	10	4	0	24	-20	4	-1.0	CCCCN(CC)CCNC(=O)c1cc2c(=O)n(CC)c3ccccc3c2s1
-7	i	-3	0	5	0	-7	3	-4	0.5	CCc1ccc2c(c1)C(=O)C[C@]1(CCC[C@H](C)C1)O2
1	i	-3	16	-2	1	-11	-1	4	1.9	Cc1ccc(C)c(NC(=O)CN(C)C(=O)c2cc(S(=O)(=O)N3CCOCC3)ccc2N2CCCC2)c1
10	i	3	3	-5	6	13	4	2	7.0	CCCCCCCC(=O)Nc1cc(C(=O)NCCC)ccc1N1CCC2(CC1)CC(c1cccc(Br)c1)=NO2
15	i	-3	2	-16	2	-5	7	9	3.1	O=C(NCc1ccccc1)c1onc(CSc2nc3ccccc3[nH]2)c1C(=O)NCc1ccccc1
3	i	-5	-23	17	0	-8	24	4	-0.7	O=S(=O)(Nc1ncnc2sc3c(c12)CCC3)c1ccc(Cl)s1
2	i	-3	17	-1	2	-2	-1	1	-2.5	O=C(C1CC1)n1cc(C(=S)N2CCOCC2)c2ccccc21
9	i	0	2	-4	-1	1	4	nt	-1.1	COc1cccc(NC(=O)N(C)C[C@H]2Oc3cc(Br)ccc3S(=O)(=O)N([C@H](C)CO)C[C@H]2C)c1
-1	i	0	-7	4	-2	9	-1	-2	-1.8	Cc1csc(=O)n1CCC(=O)OCC(=O)Nc1ccc(S(N)(=O)=O)cc1
-7	i	1	-5	-8	4	9	7	-8	-0.9	COc1ccc(NC(=O)Nc2cccc3c2O[C@H](CN(C)S(=O)(=O)c2ccc(OC)cc2)[C@@H](C)CN([C@H](C)CO)C3=O)cc1
-3	i	1	9	-3	1	-2	3	-3	-1.5	COc1ccccc1NC(=O)C(C)NS(=O)(=O)c1ccc(Cl)cc1 (configuration not stated)
-7	i	-2	14	-1	0	9	4	-7	1.4	CC(C)(C)[C@@H]1COC(=O)[C@@H](Cc2ccc(F)cc2)CC/C=C\C[C@@H](CC(=O)N(CCO)Cc2ccccc2)C(=O)N1
-7	i	-6	5	0	1	-9	-1	-1	2.3	CSCCC(C(=O)OCC(=O)c1ccc(C)c(C)c1)N1C(=O)c2cc(Cl)c(Cl)cc2C1=O (configuration not stated)
0	i	-1	-3	2	1	-14	-6	nt	-0.2	CC(=O)Nc1ccc(C(=O)N2CCCCC2c2cc(C(=O)NCc3ccc(F)cc3)no2)cc1 (configuration not stated)
9	i	16	-5	-3	4	-4	-11	2	2.4	Cc1ccc(OCC(=O)NNc2c3ccccc3nc3ccccc23)cc1

One compound at a time (already shown).
Listed for COc1cc(CN2CCN(c3ccccc3F)CC2)c([N+](=O)[O-])cc1OC : NadD inh: -3; Rpn11 block: i; MT1-MMP act inh: -4; NRP1-CendR mod: -3; DNMT1 block: -4; STEP block: 3; SKN-1 inh: 7; SUMO1 PPI mod: -6; Scp1 inh: -3; LMPTP block: 0.7
Listed for Cc1nnc(NC(=O)CSc2nnc3ncccn23)s1 : NadD inh: -3; Rpn11 block: i; MT1-MMP act inh: 2; NRP1-CendR mod: -5; DNMT1 block: 1; STEP block: -2; SKN-1 inh: -6; SUMO1 PPI mod: 2; Scp1 inh: -1; LMPTP block: -1.1
Listed for COc1ccccc1N(CC(=O)NC1CC2CCC1C2)S(=O)(=O)c1ccc(C)cc1 (configuration not stated) : NadD inh: -5; Rpn11 block: i; MT1-MMP act inh: 4; NRP1-CendR mod: 10; DNMT1 block: 1; STEP block: 4; SKN-1 inh: -12; SUMO1 PPI mod: 3; Scp1 inh: -5; LMPTP block: 1.2

The list goes on.
NadD inh	Rpn11 block	MT1-MMP act inh	NRP1-CendR mod	DNMT1 block	STEP block	SKN-1 inh	SUMO1 PPI mod	Scp1 inh	LMPTP block	compound
-1	i	2	4	4	1	-5	-2	-17	-0.6	COC(=O)c1sccc1NN1C(=O)c2ccccc2C1=O
2	i	2	6	20	3	13	3	-2	0.6	CCCCCCOc1ccc(N2C(=O)CC(NCCc3ccc(S(N)(=O)=O)cc3)C2=O)cc1 (configuration not stated)
-2	nt	-10	-50	3	-3	12	-12	-6	-1.5	Fc1ccc(-n2c(-c3ccco3)nc3nc4ccccc4nc32)cc1
2	i	-2	4	2	0	12	-3	-3	-1.3	CN(CC(=O)Nc1ccccc1Br)C(=O)CCc1ccccc1
-4	i	1	3	-1	2	-6	9	-7	-2.9	O=C(C1CC(c2ccc(F)cc2)=NO1)N1CCN(c2ccccc2)CC1 (configuration not stated)
0	i	0	-23	2	0	-15	-2	5	0.6	Cc1ccc(-n2nnc3c(SCC(=O)NCc4ccco4)ncnc32)cc1
-6	i	-2	-3	4	1	-4	-3	-12	1.4	Cc1cc(=O)oc2cc(OC(=O)CCCCCN3C(=O)c4ccccc4C3=O)ccc12
-5	i	0	-5	4	3	-17	5	-6	-1.8	COC(=O)Nc1nnc(Cc2ccccc2)s1
-3	i	5	0	-3	-2	-3	5	-1	0.8	CCOCCn1ccc2c(OCC(=O)Nc3ccc(OC)c(OC)c3)cccc2c1=O
-4	i	1	6	-2	-2	8	2	-7	-1.0	CCc1nc2ccccc2n1CC(O)COCC1CC=CCC1 (configuration not stated)
1	i	6	7	-3	-4	8	-1	-12	-0.6	CCCCNc1cc(Cl)nc(N)n1
-4	i	0	7	1	-2	7	3	-5	-0.6	COC(=O)c1ccn(CSc2c(F)c(F)cc(F)c2F)n1
-2	i	-2	6	-2	2	-4	1	-7	2.9	Cc1cc(C)c(C#N)c(SCc2ccc3c(c2)OCO3)n1
-4	i	3	7	-1	0	14	0	-5	0.5	CCc1ccc(N2CC(C(=O)N/N=C/c3ccccc3OC)CC2=O)cc1 (configuration not stated)
